Source: PubChem (Fisher Drug Discovery Resource Center)
mcGAS inh: cyclic GMP-AMP synthase inhibitors, mouse, primary biochemical chemiluminescence; Q8C6L5; AID 1259399, 2018; inhibition, % at 12.5 µM; 0.15% of 160,000 active; recombinant cGAS, Kinase-Glo ATP depletion luminescence;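 further: 0% = negative control wells and 100% = reference inhibitor with no enzyme activity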
NPYLR7 agonist: agonists of mosquito NPYLR7 receptor, primary screen, cell-based, Aedes aegypti, calcium fluorescence, mosquito biting behavior. 0.15% of 270,000 active. activation, % at 10 µM. HEK293T NPYLR7/Galpha15, GCaMP6s calcium fluorescence. Aedes aegypti neuropeptide Y-like receptor 7 (NPYLR7); in the data active means activation above about 40%;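 further: 0% = vehicle and 100% = reference agonist at the receptor; some compounds past the cut are filed as inactive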
hcGAS lum: Primary biochemical luminescence assay for human cyclic GMP-AMP synthase inhibitors. Q8N884. recombinant h-cGAS, ATP depletion, Kinase-Glo luminescence. inhibition, % at 12.5 µM. 0.081% of 290,000 active. AID 1259398, 2018;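 further: 0% = vehicle reaction and 100% = reaction without DNA for no activity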
Target sequence (Q8N884 whole entry, looked up): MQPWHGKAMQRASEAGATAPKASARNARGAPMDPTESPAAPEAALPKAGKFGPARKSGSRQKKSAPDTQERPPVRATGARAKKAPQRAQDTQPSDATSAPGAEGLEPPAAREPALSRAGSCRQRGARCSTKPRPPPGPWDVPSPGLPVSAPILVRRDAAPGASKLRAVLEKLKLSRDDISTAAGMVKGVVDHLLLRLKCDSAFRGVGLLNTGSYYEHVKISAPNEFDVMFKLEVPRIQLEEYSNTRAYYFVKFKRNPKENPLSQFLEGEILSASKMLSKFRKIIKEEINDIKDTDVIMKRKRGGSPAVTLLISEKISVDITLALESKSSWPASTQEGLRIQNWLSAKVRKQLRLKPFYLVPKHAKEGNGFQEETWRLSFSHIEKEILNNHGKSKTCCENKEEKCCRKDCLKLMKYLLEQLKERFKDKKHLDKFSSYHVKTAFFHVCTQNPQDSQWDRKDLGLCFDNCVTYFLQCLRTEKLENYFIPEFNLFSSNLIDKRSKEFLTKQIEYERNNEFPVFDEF
* marks the source's active call; other numbers are inactive results; / = not tested or not shown; & = joins results of further samples. Unless noted, no stated cut-off is given here; in the data, active means inhibition above about 40%; inactive means the rest.

SMILES	mcGAS inh	NPYLR7 agonist	hcGAS lum
COc1ccc(CCNC(=O)CN2CN(c3ccccc3)C3(CCN(C(=O)c4cc(C(F)(F)F)cc(C(F)(F)F)c4)CC3)C2=O)cc1OC	-5	24	-7
Cc1ccc(CN(Cc2ccccc2)C(=O)CNC2CC2)s1	-6	-9	-7
CCCN(Cc1ccc(C(O)(c2ccc(OC)cc2)c2ccc(OC)cc2)o1)Cc1ccc(C)s1	-5	1	-4
CC(=O)c1c(C)[nH]c(C(=O)CN2CCCC2)c1C	-5	3	-1
CN(C)C(=O)c1ccccc1-c1ccccc1C(=O)O	-4	-2	-5
O=C(NCC(=O)N1CCCC(C(F)(F)F)C1)c1ccccc1 (stereo not drawn)	/	3	-10
CCOC(=O)c1sc(C(C)NC(=O)c2ccc(CC)o2)nc1C (stereo not drawn)	/	-1	-2
O=c1[nH]c2ccccc2n1C1CCN(c2nc(C(F)(F)F)nc3ccccc23)CC1	/	2	-8
CCCCCN1N=C(c2ccc(Cl)cc2)Cn2c1nc1c2c(=O)n(C)c(=O)n1C	-6	3	-6
CNc1ncccc1[C@@H]1C[C@H](NC(=O)c2ccccc2)C[C@H](C(C)C)O1	/	-2	-3

Retrieved one by one from above:
SMILES	mcGAS inh	NPYLR7 agonist	hcGAS lum
COc1ccc(CCNC(=O)CN2CN(c3ccccc3)C3(CCN(C(=O)c4cc(C(F)(F)F)cc(C(F)(F)F)c4)CC3)C2=O)cc1OC	-5	24	-7
CCCCCN1N=C(c2ccc(Cl)cc2)Cn2c1nc1c2c(=O)n(C)c(=O)n1C	-6	3	-6

Additional results follow.
SMILES	mcGAS inh	NPYLR7 agonist	hcGAS lum
COc1cc(F)ccc1Oc1ccc2c(C3CC3)noc2n1	-1	7	-6
Cc1cc(C(=O)CSc2nnnn2-c2ccccc2)c(C)n1CCc1ccccc1	-4	-4	-8
NCc1coc(-c2cccs2)n1	/	3	-3
O=[N+]([O-])c1cccc(/C=C/c2nc(C=Nc3cccc(F)c3)c(O)o2)c1	-6	1	-4
O=C(CSc1ccc2nnc(CCNC(=O)c3ccc(F)cc3)n2n1)NCc1ccc(F)cc1	-6	4	-5
CCCn1cc(S(=O)(=O)c2ccc(F)cc2)c(=O)c2cc(CC)ccc21	-5	-7	-4
CCN(CC)CCN1CCN(c2cncc(-c3ccc4ccccc4c3)n2)CC1	1	-16	-3
COc1ccccc1-n1c(SCc2nc(C(=O)N3CCN(c4ccccc4F)CC3)cs2)nnc1-c1ccccc1Cl	-5	/	-6
CCC(=O)N1CCSC12C(=O)N(Cc1cccc(C)c1)c1ccccc12 (stereo not drawn)	-5	5	-13
CCN1CCN(C2=C(Cl)C(=O)N(c3cccc(C(F)(F)F)c3)C2=O)CC1	/	-5	11

Copied from the list:
hcGAS lum, NCc1coc(-c2cccs2)n1 stands at -3
mcGAS inh, CCC(=O)N1CCSC12C(=O)N(Cc1cccc(C)c1)c1ccccc12 (stereo not drawn) stands at -5
hcGAS lum, O=[N+]([O-])c1cccc(/C=C/c2nc(C=Nc3cccc(F)c3)c(O)o2)c1 stands at -4
NPYLR7 agonist, CCN1CCN(C2=C(Cl)C(=O)N(c3cccc(C(F)(F)F)c3)C2=O)CC1 stands at -5
NPYLR7 agonist, COc1cc(F)ccc1Oc1ccc2c(C3CC3)noc2n1 stands at 7
hcGAS lum, Cc1cc(C(=O)CSc2nnnn2-c2ccccc2)c(C)n1CCc1ccccc1 stands at -8

The list goes on:
SMILES	mcGAS inh	NPYLR7 agonist	hcGAS lum
COc1ccccc1-c1c[nH]cc1C(=O)N1CCN(C)CC1C (stereo not drawn)	/	6	-1
Cc1ccccc1OCCCn1c(=O)sc2ccccc21	-9	5	-5
O=[N+]([O-])c1cc(S(=O)(=O)N2CCCC2)ccc1Sc1nnc2ccccn12	-7	27	-3
CN(CCc1ccccc1)C1CCCN(C(=O)c2nccc3ccccc23)C1 (stereo not drawn)	/	1	-8
Cc1cccnc1C(NC(=O)C1CCN(Cc2ccncc2)CC1)c1ccccc1 (stereo not drawn)	0	-15	2
CN(C)CCCn1c2c(c(SCC(=O)Nc3ccccc3)nc1=O)CCCC2	-4	0	4
CCN(Cc1nc(COC)no1)C(=O)c1cnc(C)cn1	-11	-1	-8
N#Cc1c(C(F)(F)F)cc(=O)[nH]c1SCc1nc(-c2ccc(F)cc2)no1	-5	6	-5
Cc1ccc(Cl)cc1-n1c(SCc2ccccc2)nnc1C(C)NC(=O)Nc1c(Cl)cccc1Cl (stereo not drawn)	1	-9	-1
O=C(NCc1ccco1)C1CCCN1C(=O)Cc1ccccc1F (stereo not drawn)	-6	11	-11
S=c1[nH]c(-c2ccccc2)cn1N=Cc1ccc2c(c1)OCO2	-9	1	-8
CCCNC(=O)CN1CCN(c2nc(-c3cccs3)nc3sc4c(c23)CCC4)CC1	/	2	-12
CN(NC(=O)c1ccc(CSc2nnc3ccccn23)cc1)c1ccccc1	-3	1	-8
CCCSc1ncccc1C(=O)NCCc1ccccc1F	-3	-6	-2
CC(=O)Oc1c(-c2ccc(NC(=O)C3CC3)cc2)c(-c2cccc(N(C)C)c2)nn1-c1cccc(C)c1	-6	18	-2
O=S(=O)(Nc1ccc(Cl)cc1)c1cccs1	/	1	1
O=S(=O)(NS1=CC=CCN1S(=O)(=O)c1ccccc1)c1ccccc1 (stereo not drawn)	/	11	-7
O=c1c2ccccc2c(=O)c2c1c(Oc1ccccc1)cc1oc3ccccc3[nH]c12	/	-2	-7
Cc1ccn2c(=O)nc(SCCc3ccccc3)nc2c1	-6	0	-7
Nc1cc(-c2cccc(C(F)(F)F)c2)nn1-c1ccc(C(=O)NCc2ccncc2)cc1	-1	-8	-10
O=C(NC(c1ccccc1)C(F)(F)F)c1ccc2ccccc2c1 (stereo not drawn)	-12	7	-4
CC(=O)NCCNc1nc2cc(-c3ccccc3C)sc2c(=O)n1C	/	9	-9
CC(C)[C@@H](C)NC(=O)N1CCn2nc(C(=O)NCCN(C)C)cc2C1	-8	/	-21
Cc1cc(C)cc(SCc2ccc(C(=O)N3C4CCC3CC(Oc3cccc(C(F)(F)F)c3)C4)cc2)c1 (stereo not drawn)	-8	8	-13
CN1CCN(c2sc(S(C)(=O)=O)nc2S(=O)(=O)c2ccc(Cl)cc2)CC1	-2	3	-2
CCOC(=O)c1nn(-c2ccccc2C)c(=O)cc1NC(=O)c1ccccc1C	-5	/	-4
Clc1ccc(-c2cn(-c3ccccc3)c3[n+]2CCCS3)c(Cl)c1	-5	5	-8
FC(F)Oc1ccc(Br)cc1C=C1CCC=C1N1CCOCC1	/	-6	-8
N#Cc1ccc(Nc2cc3c(cn2)ncn3CC2CC2)cc1	-5	18	-2
C=CCn1cc(C(=O)N2CCN(C)CC2)c2nn(-c3ccccc3)c(=O)c-2c1	-7	8	-3
CC(C)CN(c1cccc(O)c1)S(=O)(=O)c1ncn(C)c1Cl	/	1	-1
O=C(C1CCC1)N1C2CCC(O)(CC2)C1CN1CCOCC1 (stereo not drawn)	-8	3	1
Cc1ccc(Cc2nc(N3CCCN(Cc4ccc(C(F)(F)F)cc4)CC3)c3cnn(-c4ccccc4)c3n2)cc1	-3	/	-2
CC(=O)Nc1ccc(NC(=O)CSc2nc(=O)n(CCO)c3c2CCCC3)cc1	-9	-6	-7
Cc1cc(C)c2oc(=O)n(C3CCN(C(=O)c4ccc5c(c4)OCO5)CC3)c2c1	-6	2	-7
Cc1ccc2oc(-c3ccc(NC(=O)c4ccccc4F)c(C)c3)nc2c1	-7	1	-9
Cc1ccccc1-c1cccc(CN2CCN(C3CCN(C(C)C)CC3)C(CCO)C2)c1 (stereo not drawn)	-17	4	-2
Cc1nc2cc(NC(=O)C3(C)CCCN3C)ccc2o1 (stereo not drawn)	-8	4	-17
Cc1ccc(C(N)=O)c(-c2ccc(C(C)N(C)C)cc2)n1 (stereo not drawn)	/	0	-13
COc1cccc(CN2C(=O)C3(SCCN3C(=O)c3cccs3)c3cc(C)ccc32)c1 (stereo not drawn)	-4	3	-8
COc1cc(=O)n(-c2ccc(F)cc2)nc1C(=O)NCc1ccccc1Cl	-8	7	-12
CCCCN(CC(=O)N(Cc1cccn1Cc1ccccc1Cl)CC(C)C)S(=O)(=O)c1ccc(Cl)cc1	-5	/	-4
CCn1nc(C(=O)N2CCCCCC2)c2c1CCC(N1CCOc3ccc(Cl)cc3C1)C2 (stereo not drawn)	-5	8	-9
CCc1[nH]c2ccc(CNC(=O)C3CCCCCN3C)cc2c1C (stereo not drawn)	/	-4	0
CCC(C(=O)N1CCOCC1)n1c(=O)n(-c2cccc(OC)c2)c(=O)c2ccc(Cl)cc21 (stereo not drawn)	-5	3	-5
NCCCCCC(=O)O	-3&-2	-9&19&1	-2&0&1
Cn1c(=S)[nH]c2cc3ccccc3cc2c1=O	-4	2	0
CN(CCOc1ccc(Cl)cc1)C(=O)Cn1cnc2ccccc2c1=O	/	7	-9
CN(Cc1cnc2ccccc2n1)C(=O)C1CC2(CCNCC2)CN1 (stereo not drawn)	-9	58*	-6
CCC(C)N(Cc1ccc(N(CC)CC)cc1OS(=O)(=O)CC)C(=O)c1cccc(F)c1 (stereo not drawn)	-9	26	-4
Further records follow:
SMILES	mcGAS inh	NPYLR7 agonist	hcGAS lum
Cc1cccc(NC(=O)CNC2CCN(Cc3ccccc3)C2)c1C (stereo not drawn)	/	10	-1
COc1ccc(-n2c(-c3ccc(Cl)cc3)cc(C(=O)NCCN3CCOCC3)c2C)cc1	2	-9	5
Cc1ccc(NC(=O)C2CCCN2S(C)(=O)=O)c(C)c1 (stereo not drawn)	/	4	-10
Cc1cc(C)cc(C(=O)N2CCc3c(sc4ncnc(N)c34)C2)c1	/	-3	-5
CCOc1nn(CC)cc1C(=O)N1CCC(C(=O)OC)CC1	/	3	-6
C#Cc1ccc(NC(=O)C2(C)CCN2C(=O)C2(c3ccccc3)CCCC2)cc1 (stereo not drawn)	-4	1	-2
CCC(C(=O)NCC1CCN(c2nc(Cc3cccc(OC)c3)ns2)CC1)c1ccccc1 (stereo not drawn)	-4	12	-10
COCCCNC(=O)C(=O)Nc1ccc(C)cc1C	/	13	1
COc1ccccc1C1CCCN1C(=O)CCC1(Cc2ccc(C)cc2)CCC(=O)N1 (stereo not drawn)	-8	3	-1
COCC(=O)Nc1cccc(C(=O)N2CCC3(CCCN(C)C3=O)C2)c1 (stereo not drawn)	/	10	-4
COc1ccc(-c2csc3nc(C)nc(NC4CC4)c23)cc1OC	/	2	-5
O=C(c1ccc(NC(=O)C2(c3cccc(F)c3)CCC2)cc1)N1CCCC1	-4	11	-9
O=c1oc2ccc3ccccc3c2cc1-c1nnc(-c2ccccc2)o1	-2	-6	46*
COCCNC(=O)C1CCCN(C2CCN(c3nccnc3C)CC2)C1 (stereo not drawn)	/	26	-3
CCOC(=O)[C@@H]1[C@@H](OC)C(=O)N(C)C12CCN(C(=O)c1ccc3c(c1)OCCCO3)CC2	-5	26	-1
CC(C)N1CCCC(CNC(=O)c2cn[nH]c2-c2ccccc2)C1 (stereo not drawn)	-10	/	-5
Cc1ccsc1C(=O)N1CCCC(CO)(Cc2ccccc2)C1 (stereo not drawn)	/	11	-9
CCOC(=O)c1nc2ccccc2nc1N1CCCN(C(=O)c2cccc(C#N)c2)CC1	-6	3	-6
COC(=O)C1=C(C)N(C)C(=O)NC1c1ccc(OC)c(Br)c1 (stereo not drawn)	-7	-5	-5
C=c1ccc(F)cc1=C1N=C(OC)N=C(OC)N1	/	1	-9
CS(=O)(=O)N1CCC(c2nc(-c3ccccc3F)no2)CC1	-7	/	-11
CC(C)(C)c1ccc(Cc2nnc(SCc3cccc(F)c3)[nH]c2=O)cc1	/	8	-9
CCc1cnc(C)nc1N1CCCC(C(=O)c2ccc(OC)c(OC)c2)C1 (stereo not drawn)	-9	-1	-1
CN(Cc1ccccc1F)S(=O)(=O)c1ccc(F)c2ncccc12	/	-13	-5
COc1ccc(-c2nc3ccc(C)cn3c2NC(=O)c2cccc(Cl)c2)cc1OC	-5	-5	-7
COc1ccc(F)c(-c2nc(CN3CCCCC3c3nc4ccccc4[nH]3)c(C)o2)c1 (stereo not drawn)	-10	6	-4&-8
CC(C)C(=O)Nc1ccc(-c2nnnn2C2CC2)cc1	/	2	-6
O=C(c1ccco1)N1N=C(c2ccc3c(c2)OCO3)CC1c1ccco1 (stereo not drawn)	-3	2	-3
N#Cc1cccc(NC(=O)CCc2ccccc2F)c1	/	0	1
C=CCNC(=O)NC(=O)CSc1nnc(-c2ccc(Cl)cc2)o1	-4	-4	-9
CC(C)(C)CN1CCCC2(CCN(C(=O)c3cn4cc(Cl)ccc4n3)C2)C1 (stereo not drawn)	/	5	-4
Cc1noc(C)c1S(=O)(=O)NC(=O)C1(C)CCN1C(=O)Cc1ccc(C(C)C)cc1 (stereo not drawn)	-6	-2	-6
C=CCOCC(O)CN(CCCC)CCc1nc(-c2ccc(C)cc2)no1 (stereo not drawn)	-4	/	-6
CC(C)OCCCNc1c2c(nc3ncnn13)CCC2	-5	18	-5
COc1cc(OC)cc(C(=O)OC(C)C(=O)NC(C)c2ccc(F)cc2)c1 (stereo not drawn)	/	9	-6

Exported with each value named: part of the list above.
CC(C)(C)CN1CCCC2(CCN(C(=O)c3cn4cc(Cl)ccc4n3)C2)C1 (stereo not drawn)
  mcGAS inh: /
  NPYLR7 agonist: 5
  hcGAS lum: -4

Cc1noc(C)c1S(=O)(=O)NC(=O)C1(C)CCN1C(=O)Cc1ccc(C(C)C)cc1 (stereo not drawn)
  mcGAS inh: -6
  NPYLR7 agonist: -2
  hcGAS lum: -6

C=CCOCC(O)CN(CCCC)CCc1nc(-c2ccc(C)cc2)no1 (stereo not drawn)
  mcGAS inh: -4
  NPYLR7 agonist: /
  hcGAS lum: -6

CC(C)OCCCNc1c2c(nc3ncnn13)CCC2
  mcGAS inh: -5
  NPYLR7 agonist: 18
  hcGAS lum: -5
